# From PubChem BioAssay
# XBP1 UPR activ = activators of adaptive XBP1 UPR arm, primary screen, cell-based, CHO-XBP1 luciferase reporter, luminescence, uHTS | IRE1-XBP1 UPR activation; percent of tunicamycin response, DMSO as zero | activation, % at 20 µM | 330,000 tested, 0.33% active;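 active = versus positive control, 20 µM dose yields 30% or more activation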;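 note: 100% = tunicamycin at 10 µg/mL and 0% = DMSO only wells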
#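 Material: CHO cell line with stable XBP1 luciferase reporter; schedule: 16-18 h cell attachment at 37 °C, then 6 h compound exposure; signal: glow luminescence from Steady-Glo reagent; medium: serum-containing F12 medium, 10% FBS; benchmarks: tunicamycin 10 µg/mL and vehicle-only wells; read-out: percent activation relative to tunicamycin reference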
# UPR CHOP act = activators of apoptotic CHOP UPR arm, primary screen, cell-based, CHO-CHOP luciferase reporter, luminescence, uHTS. UPR activation; percent of tunicamycin response over DMSO baseline. activation, % at 10 µM. AID 449763, 2010. 330,000 tested, 0.34% active;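 active = at 10 µM dose, activation of 40% or more, normalized to positive control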;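 note: 100% = tunicamycin at 10 µg/mL and 0% = DMSO alone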
#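 System: CHO-CHOP luciferase reporter cell line | Buffer or medium: F12 medium containing 10% fetal bovine serum | Doses: One dose, 10 µM in 0.5% DMSO | Times: 6 h compound exposure at 37 °C after overnight seeding | Signal: Luciferase luminescence | Read-out: % activation vs tunicamycin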
# Mdm2 MdmX PPI = inhibitors of human Mdm2-MdmX association, primary screen, cell-based, luminescence, split luciferase, SaOS-2, uHTS; inhibition, % at 8 µM; SaOS-2 split-luciferase Mdm2/MdmX complementation; 330,000 tested, 3% active; AID 485346, 2010;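 active = inhibition of at least 50% at 8 µM in the primary screen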
# Jurkat NFkB inh = inhibitors of induced NF-kB luciferase reporter, primary screen, TCR NF-kB activation inhibitor project, cell-based, luminescence, uHTS | 330,000 tested, 0.53% active | Jurkat, PMA/ionomycin-induced NF-kB luciferase reporter | inhibition, % at 4 µM; in the data active = inhibition above about 50%
# Gli-Sufu block = Gli-Sufu pathway antagonists, primary screen, luciferase luminescence, Sufu-KO-LIGHT cells, uHTS; inhibition, % at 5 µM; 340,000 tested, 0.74% active; Sufu-KO-LIGHT fibroblasts, Gli luciferase reporter luminescence;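 active = inhibition above about 55%, limit read from the data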;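 note: 0% = DMSO-treated cells and 100% = wells with medium but no cells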
# EBI2 block = EBI2 receptor antagonists, beta-arrestin recruitment, primary screen, cell-based, luminescence, 7a,25-OHC stimulation, uHTS; 7a,25-OHC stimulated; inhibition, % at 5 µM; 360,000 tested, 0.81% active; AID 651636, 2012; in the data active = inhibition above about 38%;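 note: enzyme fragment complementation signal reports receptor beta-arrestin coupling in cells; 0% = agonist plus DMSO wells and 100% = wells without agonist; some results beyond the cut were filed as inactive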
# Target sequence (P32249 whole entry, looked up, the tested form may be a part): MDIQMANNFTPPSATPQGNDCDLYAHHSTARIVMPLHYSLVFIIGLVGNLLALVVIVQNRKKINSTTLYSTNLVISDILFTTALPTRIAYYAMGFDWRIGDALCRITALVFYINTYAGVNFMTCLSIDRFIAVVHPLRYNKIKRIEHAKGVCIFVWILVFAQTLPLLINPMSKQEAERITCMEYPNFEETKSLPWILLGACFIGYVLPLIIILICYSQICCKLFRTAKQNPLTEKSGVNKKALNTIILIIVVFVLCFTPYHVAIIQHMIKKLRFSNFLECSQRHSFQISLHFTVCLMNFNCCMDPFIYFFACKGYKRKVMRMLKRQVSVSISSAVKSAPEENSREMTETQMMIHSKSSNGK
# 697 NFkB inh = inhibitors of PMA/ionomycin-induced NF-kB reporter, 697 cells, primary screen, B-cell NF-kB inhibitor project, cell-based, luminescence, uHTS. AID 435022, 2010. inhibition, % at 4 µM. 330,000 tested, 0.33% active. 697 B-cell NF-kB luciferase reporter, 16 h; in the data active = inhibition above about 35%
# CCR6 antag = CCR6 receptor antagonists, primary screen, cell-based, CHO-K1, luminescence, beta-arrestin, uHTS; C-C chemokine receptor type 6 (Homo sapiens), P51684; CHO-K1 CCR6 PathHunter beta-arrestin, CCL20-stimulated; inhibition, % at 20 µM; 340,000 tested, 0.49% active;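 active = compounds whose inhibition of the agonist-driven luminescence signal at 20 µM reaches about 50%, limit read from the data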;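 note: cells stimulated with CCL20 at 14 nM final; plate controls were DMSO with CCL20 for no effect and DMSO without agonist for full effect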
# Target sequence (P51684 whole entry, looked up): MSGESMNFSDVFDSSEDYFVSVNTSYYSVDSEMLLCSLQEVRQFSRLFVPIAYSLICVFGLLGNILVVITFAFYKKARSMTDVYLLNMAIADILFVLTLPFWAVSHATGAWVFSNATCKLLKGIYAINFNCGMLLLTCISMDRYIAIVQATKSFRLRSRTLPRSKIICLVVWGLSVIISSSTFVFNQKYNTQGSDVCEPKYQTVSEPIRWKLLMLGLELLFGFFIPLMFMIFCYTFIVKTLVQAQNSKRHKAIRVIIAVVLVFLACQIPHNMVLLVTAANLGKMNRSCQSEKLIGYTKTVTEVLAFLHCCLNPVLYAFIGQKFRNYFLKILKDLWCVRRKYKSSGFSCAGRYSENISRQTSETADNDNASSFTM
# CXCR6 block = CXCR6 receptor inhibitors, primary screen, cell-based, beta-arrestin, luminescence, CHO-K1 PathHunter, 1536-well; inhibition, % at 20 µM; 360,000 tested, 0.36% active; AID 602244, 2012; C-X-C chemokine receptor type 6 (Homo sapiens), O00574; in the data active = inhibition above about 34%, passing the limit was not always enough;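 note: antagonist mode with CXCL16 agonist at 10 nM final; 0% = 10 nM CXCL16 with DMSO and 100% = unstimulated wells without agonist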
# Target sequence (O00574 whole entry, looked up): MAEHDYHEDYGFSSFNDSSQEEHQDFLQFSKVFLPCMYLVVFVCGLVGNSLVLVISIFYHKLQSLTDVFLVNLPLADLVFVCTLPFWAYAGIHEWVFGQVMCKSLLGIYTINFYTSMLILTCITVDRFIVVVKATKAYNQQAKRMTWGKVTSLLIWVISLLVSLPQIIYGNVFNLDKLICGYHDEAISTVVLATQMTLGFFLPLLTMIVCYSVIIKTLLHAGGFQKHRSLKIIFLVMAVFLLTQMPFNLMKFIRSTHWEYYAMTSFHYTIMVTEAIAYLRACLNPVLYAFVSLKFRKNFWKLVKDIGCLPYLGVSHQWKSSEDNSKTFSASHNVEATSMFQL
# * = called active by the depositor; . = not tested or not shown.
SMILES,XBP1 UPR activ,UPR CHOP act,Mdm2 MdmX PPI,Jurkat NFkB inh,Gli-Sufu block,EBI2 block,697 NFkB inh,CCR6 antag,CXCR6 block
COc1ccccc1C(=O)O/N=C(/C)c1ccc(N2C(=O)C3CCCCC3C2=O)cc1 (stereo not drawn),-2.4,2.8,9.0,-6.1,1.4,6.5,-30.7,-6.7,1.0
O=C(NCc1cccnc1)C12CC3CC(CC(Cl)(C3)C1)C2,-7.0,1.1,26.8,2.5,42.4,-1.7,9.9,2.9,-2.4
Cc1onc(-c2c(F)cccc2Cl)c1C(=O)NCc1cccs1,0.7,-0.9,2.9,-0.1,-2.4,5.6,7.8,-0.2,-1.8
COCCN1C(=O)c2oc3cc(C)c(C)cc3c(=O)c2C1c1cccc(O)c1 (stereo not drawn),1.9,0.4,18.9,3.3,1.3,0.6,4.4,4.5,0.3
COc1ccc(OC)c(N(C(=O)c2snc(C(N)=O)c2N)C(C(=O)NCC2CCCO2)c2ccc3ncccc3c2)c1 (stereo not drawn),-1.9,-0.6,14.7,10.2,14.2,-12.9,5.9,14.6,-3.3
CC(CC(=O)O)CC(=O)Nc1nncs1 (stereo not drawn),-0.5,0.8,2.7,13.2,-11.9,-0.6,16.9,-1.2,-0.8
CC(=O)c1ccc(N2C(=O)[C@@H]3C(C(=O)CCN4C(=O)c5ccccc5C4=O)=NN[C@@H]3C2=O)cc1,-3.2,1.4,-13.5,7.3,14.2,-6.0,-6.3,13.4,-5.8
Cc1ccccc1CSc1nnc(-c2ccncc2)n1C,-4.3,0.0,28.6,-9.2,-18.6,6.4,13.1,11.9,3.2
O=C1c2ccccc2NC(c2cn[nH]c2-c2ccc(Cl)cc2)N1O (stereo not drawn),-1.6,-1.9,24.3,32.5,2.4,10.3,-33.6,15.2,7.4
O=C(CCC1COc2ccccc2O1)Nc1ccccn1 (stereo not drawn),-3.9,-1.8,2.7,-1.7,4.5,-3.4,8.7,13.3,5.1
O=C(N[C@@H](Cc1ccccc1)C(=O)NC1CCCCC1)c1ccco1,2.7,0.2,-17.4,-10.9,-17.2,-5.5,-14.4,5.0,-3.0
CCOC(=O)CSc1nnc(CNC(=O)c2ccc(OC)cc2OC)n1-c1ccc(OC)cc1,0.7,-0.5,11.6,5.8,-6.7,-4.2,7.6,6.4,-1.4
Cc1cc2c(cc1C)NC(CC(=O)NCc1ccccc1)C(=O)N2 (stereo not drawn),0.0,4.2,-14.0,-31.4,-23.8,-2.0,-32.6,-4.5,-2.9
Cc1cccc(NC(=O)CC2CCC2)c1,0.6,1.4,8.8,-5.3,-12.0,0.2,20.0,7.4,2.9
O=C(CSc1nc(-c2ccco2)cc(C(F)(F)F)n1)N1CCc2ccccc2C1,1.1,-2.9,3.1,-12.7,7.7,-2.2,24.2,0.1,-1.6
COc1cc(C(=O)OCC(=O)NC(=O)c2cccn2C)ccc1OC(F)F,-1.4,-0.5,8.8,0.4,-0.4,-11.8,10.4,-5.9,-13.9
COc1cc2c3nnc(-c4ccc(F)cc4)c-3cn(Cc3ccc(F)cc3)c2cc1OC,2.7,1.5,100.3*,25.3,7.8,7.3,-11.9,13.3,6.4
CC(C)(CO)NC(=O)Nc1ccc(Cl)c(Cl)c1,-2.5,-1.3,0.3,-14.6,0.8,-5.0,-10.1,2.1,2.3
CC(/C=C1\SC(=O)N(CCCC(=O)O)C1=O)=C\c1ccccc1,.,.,.,.,60.2*,-1.0,.,-3.1,0.7
O=C(CN1CCN(c2ccc(Cl)cc2)CC1)Nc1cccc(F)c1,-4.0,1.0,-2.6,-14.4,-1.6,8.9,-4.1,18.4,-9.8
CSCCC(NC(=O)c1ccco1)C(=O)N1CCCCCCC1 (stereo not drawn),-3.6,-0.8,-5.3,-0.8,-8.4,-16.6,12.7,3.1,1.8
COc1ccc(Cn2nnnc2C(C(C)C)N2CCc3ccccc32)cc1 (stereo not drawn),-2.8,-0.8,18.3,21.0,11.3,22.8,9.8,13.6,-1.7
O=C(COc1ccccc1)NCc1n[nH]c(=S)n1-c1ccccc1,-1.9,0.4,-8.2,-3.3,-5.8,-4.8,2.5,-13.4,-4.2
CC(C)(C)NC(=O)C(=O)NNC(=O)c1cccc(Br)c1,5.4,2.4,10.2,5.6,-19.8,4.7,-5.6,-9.2,-1.5
CCOc1ccc(C(=O)NCC(c2ccco2)N2CCc3ccccc3C2)cc1 (stereo not drawn),-4.0,1.1,18.8,5.0,12.3,6.4,-4.4,22.1,0.0
SMILES,XBP1 UPR activ,UPR CHOP act,Mdm2 MdmX PPI,Jurkat NFkB inh,Gli-Sufu block,EBI2 block,697 NFkB inh,CCR6 antag,CXCR6 block
CCOC(=O)N1N=C(c2ccccc2)CC1(O)C(C)(F)F (stereo not drawn),-2.4,-0.3,20.3,11.3,0.7,1.5,12.1,10.4,-6.7
Cc1ccc(C(=O)NCC(=O)OCC(=O)c2ccc3c(c2)NC(=O)CO3)cc1,-2.3,1.5,-14.7,-7.0,-0.3,-15.9,10.2,13.9,-2.2
O=C(NCCCN1CCCCC1)C1CCN(S(=O)(=O)N2CCC3(CC2)OCCO3)CC1,-0.4,1.4,-2.0,16.4,25.3,-14.4,1.3,-8.0,1.1
O=C(O)c1oc2ccccc2c1CSCc1ccccc1,-1.6,2.3,-14.2,3.7,-0.6,-6.4,8.6,-6.0,1.8
Cc1cccc(C)c1OCc1cc(C(=O)N(C)CCc2ccccn2)no1,-2.0,2.3,17.0,-1.4,-2.8,1.3,6.1,14.2,-13.2
COc1ccc(CNC(=O)[C@@H](NC(=O)C2CCN(C(=O)[C@@H](N)Cc3ccccc3)CC2)C(C)C)cc1,-2.5,-1.6,36.6,0.6,-11.3,-5.0,16.8,-1.9,-12.1
COC(=O)CSc1nc(C)cc(N2CCOCC2)n1,-0.3,1.7,2.7,-16.6,-20.6,-8.8,21.7,12.1,-8.3
CCC(C)NCCOCCOc1ccc(Br)cc1 (stereo not drawn),0.5,0.8,-3.6,-10.9,12.0,0.9,-3.0,5.9,0.1
O=C(Nc1ccc2c(c1)OCO2)N1CCN(c2ncccn2)CC1,-0.5,0.4,-19.8,-13.8,-12.1,8.1,11.6,-1.7,-0.9
COc1ccccc1-c1nnc(SCC(=O)c2ccc(C3CCCCC3)cc2)n1Cc1ccco1,0.2,1.2,45.2,-2.3,7.5,14.8,16.2,32.7,21.2
O=C(NNc1nc(-c2ccc(Cl)cc2)cs1)c1ccco1,2.0,2.9,28.4,-0.4,-11.4,-8.3,-0.2,-1.6,-4.6
CC(C(=O)N(C)C1CCS(=O)(=O)C1)N1C(=O)/C(=C/c2cccs2)SC1=S (stereo not drawn),-3.7,0.1,33.7,-5.1,27.5,4.4,-13.2,9.0,-5.2
O=C(NC1CCCC1)C(c1ccccc1)N(Cc1ccco1)C(=O)Cc1cccs1 (stereo not drawn),-2.2,-0.4,20.9,12.2,3.6,11.2,16.7,7.8,6.1
CC(=O)N1CCCc2cc(S(=O)(=O)N3CCCC(C(=O)Nc4ccccc4C)C3)ccc21 (stereo not drawn),-4.6,1.1,33.7,14.9,1.8,-5.9,-2.8,1.8,-8.8
COc1ccc(O)c(CN2CCCC(N3CCN(c4ccccc4OC)CC3)C2)c1 (stereo not drawn),-7.0,-0.6,15.9,12.7,19.9,-3.1,10.0,3.5,-0.1
Cc1nn(Cc2ccc(Cl)cc2Cl)c(C)c1NC(=O)c1nn(C)cc1Cl,-3.1,-0.8,13.2,5.4,4.8,-55.2,13.7,-17.5,1.9
COc1ccc(OC)c(NC(=O)Cc2coc3ccc4ccccc4c23)c1,0.6,3.1,-15.7,3.4,3.7,17.4,-28.0,16.6,-0.8
COc1ccc(F)c(CN2CCC(n3nccc3NC(=O)C3CCOC3)CC2)c1 (stereo not drawn),-6.0,-1.2,14.0,1.4,4.6,0.0,5.1,2.5,-1.0
O=C1NCCOC(=O)[C@H](Cc2ccc(F)cc2)CC/C=C/C[C@@H]1CC(=O)N(CCO)Cc1ccccc1,0.2,1.3,23.5,10.1,16.5,-6.6,8.2,1.7,3.7
Cc1cc(/C=C2/SC(=O)N(CC(=O)OC(C)C)C2=O)c(C)n1C,0.6,3.4,-56.1,-84.2,-72.6,-1.5,-108.2,4.0,1.9
Cc1cc2ccccc2c(=O)n1CC(=O)Nc1ccc2c(c1)OCO2,-0.2,0.0,17.7,0.9,2.5,-6.4,-14.7,1.9,0.2
Oc1cccc(/C=N/Nc2ccc(Cl)nn2)c1,6.5,6.2,-18.8,-35.9,.,-11.7,-26.1,4.1,-4.4
O=C(CSc1nnc(C2CC2)n1CC1CCCO1)Nc1ccc(Cl)cc1 (stereo not drawn),0.2,1.7,14.5,1.8,-12.7,1.1,-0.3,11.6,7.7
COc1ccccc1C(=O)NCCNC(=O)c1ccco1,0.3,-0.3,-2.8,-23.7,1.1,-16.9,11.9,11.3,3.0
COc1ccc(C(=O)NC2CCN(CC(=O)Nc3cccc(OC)c3)CC2)cc1,-4.5,-0.7,-24.2,7.0,16.5,4.1,9.4,-1.4,9.0
CN(C)C(CNC(=O)c1c(F)cccc1Cl)c1ccco1 (stereo not drawn),-3.3,0.1,-3.5,-0.2,-5.9,-14.6,2.7,0.5,-0.9
Cc1cc(C)c2[nH]c(O)c(N=NC3=NC(=O)CS3)c2c1,-2.1,0.1,10.0,-11.3,-3.0,-30.1,7.2,22.1,14.8
O=C(/C=C/c1cc([N+](=O)[O-])ccc1OC(F)F)Nc1ccc(OC(F)F)cc1,-1.0,-1.2,9.8,-0.3,7.4,6.3,6.0,-11.6,0.1
CC(=O)Nc1ccc(NC(=O)CSc2ccc(-c3ccc(-n4ccnc4)cc3)nn2)cc1,-1.7,1.1,23.2,3.6,9.9,-5.6,20.8,2.3,-3.6

# Record cards (already shown). Order of screens: XBP1 UPR activ	UPR CHOP act	Mdm2 MdmX PPI	Jurkat NFkB inh	Gli-Sufu block	EBI2 block	697 NFkB inh	CCR6 antag	CXCR6 block
# COc1ccc(F)c(CN2CCC(n3nccc3NC(=O)C3CCOC3)CC2)c1 (stereo not drawn) across the screens: -6.0	-1.2	14.0	1.4	4.6	0.0	5.1	2.5	-1.0
# O=C(NNc1nc(-c2ccc(Cl)cc2)cs1)c1ccco1 across the screens: 2.0	2.9	28.4	-0.4	-11.4	-8.3	-0.2	-1.6	-4.6
# O=C(NC1CCCC1)C(c1ccccc1)N(Cc1ccco1)C(=O)Cc1cccs1 (stereo not drawn) across the screens: -2.2	-0.4	20.9	12.2	3.6	11.2	16.7	7.8	6.1
# CCC(C)NCCOCCOc1ccc(Br)cc1 (stereo not drawn) across the screens: 0.5	0.8	-3.6	-10.9	12.0	0.9	-3.0	5.9	0.1
# Cc1cc(C)c2[nH]c(O)c(N=NC3=NC(=O)CS3)c2c1 across the screens: -2.1	0.1	10.0	-11.3	-3.0	-30.1	7.2	22.1	14.8
